Source: PubChem (The Scripps Research Institute Molecular Screening Center)
FBW7 activator = activators of human E3 ligase FBW7. Q969H0. AlphaScreen FBW7–phospho-cyclin E peptide binding, activator screen. normalized activity (activation), % at 26.1 µM. 0.13% of 650,000 active; in the data active = normalized activity above about 1.9%;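 also: purified mutant Fbw7 with reduced substrate affinity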
MITF primary = blocks human microphthalmia-associated transcription factor; AlphaScreen MITF homodimerization, bead proximity signal; O75030; 0.91% of 650,000 active; inhibition, % at 2.6 µM; in the data active = inhibition above about 50%;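 also: 0% = vehicle wells with protein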
Target sequence (O75030 whole entry, looked up): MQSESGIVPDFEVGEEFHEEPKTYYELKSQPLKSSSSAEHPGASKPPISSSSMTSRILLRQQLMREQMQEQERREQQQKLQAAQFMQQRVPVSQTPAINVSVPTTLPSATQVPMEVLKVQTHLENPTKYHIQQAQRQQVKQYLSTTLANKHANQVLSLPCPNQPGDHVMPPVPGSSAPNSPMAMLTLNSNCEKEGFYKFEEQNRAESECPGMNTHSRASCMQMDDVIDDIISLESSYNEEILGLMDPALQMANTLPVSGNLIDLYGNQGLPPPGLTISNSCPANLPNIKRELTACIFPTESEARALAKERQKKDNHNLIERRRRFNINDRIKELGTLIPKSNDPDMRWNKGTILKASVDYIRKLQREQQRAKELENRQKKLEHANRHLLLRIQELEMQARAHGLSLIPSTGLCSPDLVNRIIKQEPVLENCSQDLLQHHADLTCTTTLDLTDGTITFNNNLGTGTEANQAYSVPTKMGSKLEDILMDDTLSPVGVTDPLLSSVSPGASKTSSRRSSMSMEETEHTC
GPR151 ag = human GPR151 activation | PathHunter beta-arrestin GPR151 cells, luminescence | 1% of 650,000 active | activation, % at 11.2 µM | Q8TDV0; in the data active = activation above about 4.9%;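 also: 0% = median of compound wells and 100% = cells with positive control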
Target sequence (Q8TDV0 whole entry, looked up): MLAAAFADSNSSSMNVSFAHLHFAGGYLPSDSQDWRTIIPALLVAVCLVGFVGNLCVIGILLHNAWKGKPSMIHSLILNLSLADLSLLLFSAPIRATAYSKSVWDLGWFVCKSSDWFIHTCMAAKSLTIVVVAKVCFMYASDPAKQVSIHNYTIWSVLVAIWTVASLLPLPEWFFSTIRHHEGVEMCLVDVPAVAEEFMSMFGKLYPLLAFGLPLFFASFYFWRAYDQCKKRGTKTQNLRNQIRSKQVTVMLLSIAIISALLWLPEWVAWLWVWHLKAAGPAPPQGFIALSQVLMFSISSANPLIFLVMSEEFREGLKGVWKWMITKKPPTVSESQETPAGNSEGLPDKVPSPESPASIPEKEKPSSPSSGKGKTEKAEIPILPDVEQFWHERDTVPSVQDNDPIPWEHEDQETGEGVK
TEAD-YAP block = TEAD-YAP interaction inhibition | HEK-TIYL cells, TEAD-Gal4/YAP UAS-luciferase luminescence | inhibition, % at 9.12 µM | 1.4% of 640,000 active; in the data active = inhibition above about 32%;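 also: 0% = median of test compound wells and 100% = reference inhibitor wells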
* = called active by the depositor; . = no result given.

SMILES	FBW7 activator	MITF primary	GPR151 ag	TEAD-YAP block
COC(=O)c1cc(S(=O)(=O)Nc2cccc(SC)c2)c[nH]1	-0.1	5.7	0.1	14.9
CCCCN1C(=O)c2ccc(C(=O)OCC(=O)Nc3sccc3C(N)=O)cc2C1=O	-0.1	2.6	-0.9	-2.5
CC(C)C(=O)N1CCN(c2cc(N3CCCCC3C)c(F)cc2[N+](=O)[O-])CC1 (centres undefined)	-0.1	24.5	-1.6	8.3
CC(C)(C)CN1CCC(Oc2cccc(C(=O)N3CCNC(=O)C3(C)C)c2)CC1	-0.1	2.0	3.1	2.5
O=C(CN1CC(c2ccccc2)CC1=O)N1CCN(c2ccccc2F)CC1 (centres undefined)	0.3	-1.1	-0.4	9.1
O=C(NCc1ccccc1)c1ccnc(Nc2ccc3ncccc3c2)c1	0.1	-11.7	-1.0	-26.6
CCOC(=O)C1=C(C)N=c2s/c(=C\c3ccc(-c4cccc(C(=O)OCC)c4)o3)c(=O)n2C1c1ccc(C)cc1 (centres undefined)	0.0	-4.4	1.5	2.4
CC(=O)c1ccc(N2CCN(C(=O)CCCn3c(=S)[nH]c4cc5c(cc4c3=O)OCO5)CC2)cc1	-0.1	-2.0	2.0	-1.1
COc1ccc(-n2cc(-c3ccccc3)c3c(N4CC(C)OC(C)C4)ncnc32)cc1 (centres undefined)	-0.1	0.9	0.5	1.1
Cc1sc(NC(=O)c2ccco2)c(C(c2ccccc2)N2CCCC2)c1C (centres undefined)	0.0	5.2	-0.3	-2.8
C/C(CC(=O)NCc1ccco1)=N\NC(=O)COc1ccc(Br)c(C)c1	-0.2	7.6	0.1	0.2
COc1ccc(OC)c(/C(O)=C/C(=O)C(=O)Nc2ccccc2F)c1	0.0	18.4	-1.6	9.6
O=C(Nc1cc(C(F)(F)F)ccc1Br)c1ccccc1Cl	0.1	-5.7	-0.2	4.0
OC[C@@H]1CCCN1Cc1nc(N2CCOCC2)c2ccc(Cl)cc2n1	0.0	2.4	2.3	-3.0
CCCNC(=O)CSCc1nc(-c2ccc(OCC)cc2)oc1C	0.0	-9.4	0.6	-11.4
c1ccc(OCCCn2ccnc2)cc1	0.1	-1.1	-0.5	7.5
O=C(CCN1C(=O)COc2ccccc21)NCCN1CCCCCC1	-0.2	-4.6	-0.7	-3.6
COc1cc2ccccc2cc1C(=O)N=c1sc2cc(Cl)ccc2n1C	0.1	-1.7	-1.0	-0.2
O=C(CN1CCN(c2ccccn2)CC1)Nc1cc(C(F)(F)F)ccc1Cl	0.0	2.1	-0.8	-8.5
N#CCCN(CCC#N)S(=O)(=O)c1ccc(-c2nc3ccccc3s2)cc1	0.1	6.2	-1.2	-9.9
c1nc(Nc2ccc(N3CCOCC3)cc2)cc(-c2ccc(N3CCOCC3)nc2)n1	-0.1	-6.9	-1.9	-20.6
C[C@@H](O)CCC[C@@H](O)/C=C/[C@H]1[C@H](O)CC(=O)[C@@H]1CCCCCCC(=O)O	.	14.4	-2.6	.
N#Cc1c(N)n(CCNC(=O)c2ccc(Cl)cc2)c2nc3ccccc3nc12	-0.1	-15.1	2.5	7.2
COc1ccc(N2C(=O)c3ccc(-c4nc5ccccc5c(=O)o4)cc3C2=O)cc1	0.0	7.8	-1.0	-9.3
CCC(C)OC(=O)C1=C(C)NC2=C(C(=O)C(C(=O)OC)C(C)C2)C1c1ccc(C)o1 (centres undefined)	0.0	2.6	-0.1	-2.0
Cc1sc2ncn(CC(=O)NCC(=O)NC(C)C)c(=O)c2c1C	-0.1	-11.7	0.0	-4.3
COc1ccc2cc(C#N)c(SCC(=O)N3CC(=O)Nc4ccccc43)nc2c1	-0.1	1.4	0.5	12.2
Cc1ccc(NC(=O)CCC(=O)NNC(=O)c2ccco2)c(C)c1	0.0	5.8	0.6	2.2
CCC(=O)NCC1Cc2cc(-c3ccc(C(C)=O)s3)cc(Cl)c2O1 (centres undefined)	0.3	16.1	0.3	-19.1
Cc1ccccc1NC(C)C(=O)N/N=C/c1ccc(O)cc1O (centres undefined)	0.0	28.9	-0.3	22.4
COc1ccc(NC(=O)c2sc3ncn(CC(=O)N4CCN(c5ccccn5)CC4)c(=O)c3c2C)cc1OC	0.1	-2.7	0.2	11.6
Cc1sc2ncn(CC(=O)NCCCC(=O)Nc3ccc(C(C)C)cc3)c(=O)c2c1C	0.0	15.5	0.3	9.4
CCCOc1ccccc1N1C(=O)C2C3c4ccccc4C(CO)(c4ccccc43)C2C1=O (centres undefined)	0.3	24.2	0.3	0.2
COCCn1c(=NC(=O)c2cc(=O)c3ccccc3o2)sc2cc(OC)ccc21	0.1	8.1	-0.2	5.4
COc1cc(S(=O)(=O)Nc2ccccc2)ccc1NC(=O)c1ccccc1[N+](=O)[O-]	0.0	0.5	-1.0	-16.2
CCOCCCNC(=O)c1cc(S(=O)(=O)N2CC(C)CC(C)C2)ccc1Sc1ccc(Br)cc1 (centres undefined)	0.0	-16.4	-0.1	3.6

Brought forward from above: 3 entries, then new ones.
SMILES	FBW7 activator	MITF primary	GPR151 ag	TEAD-YAP block
COCCn1c(=NC(=O)c2cc(=O)c3ccccc3o2)sc2cc(OC)ccc21	0.1	8.1	-0.2	5.4
COc1cc(S(=O)(=O)Nc2ccccc2)ccc1NC(=O)c1ccccc1[N+](=O)[O-]	0.0	0.5	-1.0	-16.2
CCOCCCNC(=O)c1cc(S(=O)(=O)N2CC(C)CC(C)C2)ccc1Sc1ccc(Br)cc1 (centres undefined)	0.0	-16.4	-0.1	3.6
Cc1ccc(C)c(NC(=O)CN(c2ccc(F)c(Cl)c2)S(C)(=O)=O)c1	0.1	14.0	-1.1	8.2
COc1ccc(Cn2c(=S)[nH]c3ccc(N4CCOCC4)cc3c2=O)cc1	0.3	6.8	-0.8	-78.6
N/C(=N\OS(=O)(=O)c1ccc2ccccc2c1)c1ccccn1	0.3	3.3	0.5	-8.5
COc1ccc(-c2cc(C(F)(F)F)n3ncc(C(=O)Nc4cc(Cl)ccc4C)c3n2)cc1OC	0.0	-3.9	0.5	1.8
Cc1cc2cc3c(cc2n2c(=O)n(CC(=O)NC(C)(C)C)nc12)OCO3	-0.1	0.2	-0.5	-4.0
O=C1C(=O)N(c2nncs2)C(c2ccc(F)cc2)/C1=C(\O)c1ccc(F)cc1 (centres undefined)	0.0	23.8	-1.0	4.1
COc1ccc(/C=N/N2CCOCC2)cc1COc1ccc(NC(C)=O)cc1	0.0	-3.6	1.6	-1.6
COC(=O)c1ccccc1NC(=O)NCc1ccco1	0.0	2.0	1.3	0.7
CC1(C)NC(=O)N(CCCCOc2ccc(Br)cc2Cl)C1=O	-0.1	-8.1	4.1	-2.3
CCOC(=O)N1CC=C2C(C#N)=C(N)C(C#N)(C#N)C(c3ccc(-c4ccccc4)cc3)C2C1 (centres undefined)	-0.2	-4.3	-0.1	0.3
O=C1c2ccccc2C(=O)c2c1ccc(C(=O)N1CCCCC1)c2[N+](=O)[O-]	-0.1	4.1	0.6	-17.1
CCc1c(C)nc(SCC(=O)Nc2ccccc2C(=O)OC)[nH]c1=O	0.0	7.8	0.1	7.1

Single values from above:
Entry of O=C1C(=O)N(c2nncs2)C(c2ccc(F)cc2)/C1=C(\O)c1ccc(F)cc1 (centres undefined) under MITF primary: 23.8
Entry of CCOC(=O)N1CC=C2C(C#N)=C(N)C(C#N)(C#N)C(c3ccc(-c4ccccc4)cc3)C2C1 (centres undefined) under MITF primary: -4.3
Entry of COc1ccc(/C=N/N2CCOCC2)cc1COc1ccc(NC(C)=O)cc1 under FBW7 activator: 0.0
Entry of CCc1c(C)nc(SCC(=O)Nc2ccccc2C(=O)OC)[nH]c1=O under MITF primary: 7.8
Entry of Cc1cc2cc3c(cc2n2c(=O)n(CC(=O)NC(C)(C)C)nc12)OCO3 under FBW7 activator: -0.1

Later entries.
SMILES	FBW7 activator	MITF primary	GPR151 ag	TEAD-YAP block
CCN(CC)C(=O)CSc1nc2c(C)ccc(C)c2cc1C#N	0.0	6.0	0.6	1.2
Cc1ccc(-n2cc(-c3ccccc3)c3c(NC(C)C)ncnc32)cc1Cl	0.1	2.6	0.1	-9.7
Cc1ccc2nc(Sc3cc(NCCCO)c([N+](=O)[O-])c4nonc34)[nH]c2c1	-0.1	6.1	-0.9	-4.7
COc1ccc(C2CCN(C(=O)c3ccccc3SC)C2)cc1 (centres undefined)	0.3	10.5	-1.8	7.8
CSCCC(C(=O)O)N1Cc2ccccc2C1=O (centres undefined)	0.0	-1.2	1.2	7.6
O=C(N[C@H]1C[C@H]2C(=O)N[C@@H](COCc3ccccc3)C(=O)N2C1)c1c(Cl)cccc1Cl	0.0	-6.9	3.5	-2.9
O=C(Cc1cc(=O)[nH]c(=O)[nH]1)NCCCc1ccccc1	1.2	14.5	1.7	-5.9
Cn1c2c(c(=O)n(C)c1=O)CN(CC1CCN(CCc3cccs3)CC1)CN2	0.2	-1.6	0.0	-3.4
Cc1ccc(C)c(CSCC2Nc3ccc(C(=O)N4CCCC4)cc3NC2=O)c1 (centres undefined)	-0.1	12.4	0.0	-6.1
COc1ccc(-c2nc3cnccn3c2NCc2ccco2)cc1CN1CCOCC1	-0.1	-1.9	-0.3	-1.1
CC(=O)NC1=NN(C(C)=O)C(C)(CCS(=O)(=O)c2ccc(Cl)c(Cl)c2)S1 (centres undefined)	0.5	17.6	-1.5	-1.8
CC(=O)NCCC(=O)Nc1ccc(OC(F)(F)F)cc1	0.1	-10.6	1.3	-1.9
COC(=O)C1=CN(C(C)c2ccccc2)C=C(C(=O)OC)C1c1ccccc1Cl (centres undefined)	0.3	-18.6	0.0	-3.5
CCN(CC)C(=S)Sc1nc(Nc2cc(Cl)ccc2C)nc(Nc2cc(Cl)ccc2C)n1	-0.1	13.0	0.3	0.9
CC(C)N(CCNc1nc(Nc2ccc3ncccc3c2)nc2c1ncn2-c1ccsc1)C(C)C	-0.2	10.0	-2.1	44.4*
Cc1ccc2nc(/C(C#N)=C\c3cccn3C)[nH]c2c1	-0.2	0.6	-0.3	-88.8
Cn1c(SCC(=O)NC2CC2)nnc1-c1cccnc1	1.8	16.3	-0.7	-6.2
CCc1[nH]nc2c1C(c1cc(Cl)cc(Cl)c1OC)C(C#N)=C(N)O2 (centres undefined)	0.0	4.8	-1.4	9.9
CC/C(=N\Nc1nc2ccccc2[nH]1)c1ccc(O)cc1	0.5	15.5	-2.7	-20.8
CSc1nc2sc3c(c2c(=O)n1-c1ccccc1C)CCCC3	0.0	5.0	-0.3	9.1
O=C(Nc1ccc(-c2ccccc2)cc1)c1ccccc1O	-0.2	-3.3	0.5	-34.5
CN(C)c1ncc(C(=O)NCCn2nc(-c3cccs3)oc2=O)cn1	-0.2	-1.7	-0.7	-2.3
Cc1cc(C)cc(NS(=O)(=O)c2ccc3c(c2)CCN3C(=O)C2CCC2)c1	0.3	7.0	1.2	15.8
COc1ccccc1C1NC(=O)NC(C)=C1C(C)=O (centres undefined)	-0.1	-9.1	-0.8	0.1
COc1ccc(OC)c(C(=O)c2oc3ccccc3c2NC(=O)CCl)c1	0.9	-10.0	0.4	30.1
O=C(Nc1ccccn1)c1ccccc1Cl	-0.1	-2.0	6.0*	-21.1
COC(=O)CSc1nc(NC(C)C)nc(N(C)C)n1	-0.1	6.3	0.7	7.1
CC(C)NS(=O)(=O)c1ccc(OCC(=O)Nc2cccc(C(F)(F)F)c2)cc1	0.1	3.1	0.6	-1.6
CCOc1cc(C#N)ccc1OCc1nc(-c2cccs2)no1	0.8	-7.0	-1.3	-33.7
Cc1cccc(-n2nc3c(c2NC(=O)c2ccc(S(=O)(=O)N4CCCCC4)cc2)CS(=O)(=O)C3)c1C	0.1	2.4	-0.8	-1.8
COc1ccc(NC(=O)C2CC(=O)OC23CCOC(C)(C)C3)cc1 (centres undefined)	0.0	9.2	0.1	-9.0
CN(C)C(=O)C1CCC(Nc2ccc3[nH]ncc3c2)CC1 (centres undefined)	0.3	14.3	-0.6	0.2
O=C(NNc1nc(-c2ccc(Br)cc2)cs1)c1ccncc1	1.4	10.8	-1.9	-11.3
O=C(c1ccco1)N1CCN(Cc2cccnc2)CC1	0.0	66.3*	-0.6	6.6
CSC1=NC(C)(C)CC12C=CC(=O)c1ccccc12 (centres undefined)	-0.1	-5.4	1.0	2.4
O=C(Nc1cc2ccccc2cc1NC(=O)c1ccccc1Cl)c1ccccc1Cl	0.0	5.3	0.2	-62.3
COc1cccc(/C=C2\C(=O)N(c3ccccc3)N=C2C)c1OC	-0.1	9.3	-0.9	-1.2
CC(C)(C)C(=O)Nc1ccc(NC(=O)c2ccccc2)nc1	-0.2	2.4	-0.9	0.6
CC(C)Oc1ccc(Br)cc1C=O	-0.2	-6.3	0.2	5.3
CC1=NN(c2ccccc2)C(=O)/C1=C/c1c(C)[nH]n(-c2ccc(C)cc2)c1=O	-0.1	13.4	2.8	11.6
COCCn1c(C)cc(/C=N/NC(=O)CC23CC4CC(CC(C4)C2)C3)c1C	0.2	6.7	-0.4	1.8
CCOC(=O)c1cc(-c2ccccc2)sc1NC(=O)CCCOc1cccc(C)c1	0.0	-1.9	-0.4	-9.3
O=C1Cc2cc(S(=O)(=O)Nc3ccc(Cl)c(Cl)c3)cc3c2N1CCC3	0.0	-13.1	-0.2	-0.2
O=C1C2C3C=CC(C3)C2C(=O)N1CN1CCN(CN2C(=O)C3C4C=CC(C4)C3C2=O)CC1 (centres undefined)	0.6	8.3	-0.7	11.8
